DRD3 antagonist – qHTS of D3 Dopamine Receptor Antagonist: qHTS; D(3) dopamine receptor (Homo sapiens), P35462; D3R cells, DiscoveRx beta-arrestin luminescence, antagonist mode; hits give low values; max response, negative = inhibition, %; 360,000 tested, 2.5% active; AID 652054, 2013; in the data active means max response below about -50%; inconclusive means no clear call, values can overlap the other calls; further: on the % scale 0 is the no-effect control and ±100 the full control effect; mostly tested at two doses, the higher about 12 µM
Target sequence (P35462 whole entry, looked up): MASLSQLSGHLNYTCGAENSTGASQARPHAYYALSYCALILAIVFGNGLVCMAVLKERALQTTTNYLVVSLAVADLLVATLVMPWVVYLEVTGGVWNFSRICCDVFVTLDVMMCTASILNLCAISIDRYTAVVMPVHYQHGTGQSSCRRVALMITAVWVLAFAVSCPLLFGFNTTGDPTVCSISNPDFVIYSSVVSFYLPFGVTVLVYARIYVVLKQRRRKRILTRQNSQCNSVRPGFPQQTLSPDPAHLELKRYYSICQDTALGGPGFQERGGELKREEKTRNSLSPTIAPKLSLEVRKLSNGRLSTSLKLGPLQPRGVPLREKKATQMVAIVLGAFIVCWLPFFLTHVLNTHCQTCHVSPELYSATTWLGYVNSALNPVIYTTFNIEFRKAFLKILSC
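Cells expressing the human receptor were seeded at 1500 cells/well, incubated overnight at 37 degrees C in 5% CO2, then exposed to library compounds with dopamine controls for 90 minutes at 37 degrees C before luminescent detection.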
GLP-1R inv ag – qHTS of GLP-1 Receptor Inverse Agonists (Inhibition Mode); HEK293 GLP-1R CRE-luciferase, luminescence, 24 h; GLP-1R form is constitutively active; Potency, µM (highest dose often 38.3 µM), for inactives: at the top dose activity change, negative = inhibition, actives largely listed as inhibitors; 410,000 tested, 1.6% active; further: potency means the concentration at half of the fitted maximal effect; on the % scale 0 is the no-effect control and ±100 the full control effect; nearly all actives have a fitted effect of over 55% in size
Target sequence (P43220 whole entry, looked up): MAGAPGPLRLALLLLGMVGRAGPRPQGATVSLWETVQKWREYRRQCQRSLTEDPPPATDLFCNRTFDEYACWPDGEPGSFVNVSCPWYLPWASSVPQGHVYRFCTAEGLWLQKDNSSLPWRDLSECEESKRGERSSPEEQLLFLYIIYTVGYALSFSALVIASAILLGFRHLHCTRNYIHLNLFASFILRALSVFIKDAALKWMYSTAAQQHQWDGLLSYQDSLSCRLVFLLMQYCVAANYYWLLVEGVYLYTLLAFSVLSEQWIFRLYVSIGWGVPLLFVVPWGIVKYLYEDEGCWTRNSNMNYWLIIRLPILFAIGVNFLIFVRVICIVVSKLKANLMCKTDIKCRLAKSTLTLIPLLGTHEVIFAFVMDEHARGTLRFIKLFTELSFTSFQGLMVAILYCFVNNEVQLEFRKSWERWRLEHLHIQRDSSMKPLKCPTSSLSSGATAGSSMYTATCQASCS
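Inverse agonists were sought by their lowering of basal cAMP reporter luciferase output in HEK293 cells stably carrying constitutively active human GLP-1R, after 24 h compound treatment.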
PTHR1 agonist – qHTS for PTHR1 Agonists: Primary Screen; HEK293 GP2 PTHR1 cells, GloSensor cAMP luminescence, 1 h; Potency, µM (series often up to 115 µM), without a hit: at the highest dose activation, most hits filed as activators; 410,000 tested, 0.075% active; AID 743266, 2014; further: potency means the concentration at half of the fitted maximal effect; nearly all actives have a fitted effect of over 55% in size; some results filed as inactive show a strong effect at the top dose; inactives centre near -15; many of its hits are not listed in these tables
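HEK-293-derived GP2 cells expressing PTHR1 and a GloSensor cAMP reporter, 3,000/well, plated overnight, given luciferin plus IBMX (each 0.5 mM as added) for 1 h at 37 °C, then compound for 1 h at 37 °C. Luminescence was read after 15 min at room temperature.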
D3 ag – qHTS of D3 Dopamine Receptor Agonist: qHTS. D3R DiscoveRx beta-arrestin cells, luminescence, 90 min. AID 652048, 2013. max activation, %. 410,000 tested, 0.58% active; in the data active means max activation above about 30%; further: 0% is about no effect; mostly tested at two doses, the higher about 12 µM
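Agonist mode: compounds and dopamine controls were applied to plated cells for 90 min at 37 degrees C after an overnight attachment at 1500 cells/well. Luminescent read-out followed 30 - 60 minutes at room temperature with DiscoveRx detection reagent.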
HEK293 tox – qHTS of GLP-1 Receptor Inverse Agonists: Cytotox Screen; HEK293 cAMP-luciferase reporter cells, luminescence, 24 h; Potency, µM (series often up to 38.3 µM), for the others: top-dose activity change, negative = inhibition, actives largely listed as inhibitors; 410,000 tested, 0.13% active; AID 624418, 2012;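 further: loss of luciferase light is scored as toxicity; potency means the concentration at half of the fitted maximal effect; on the % scale 0 is the no-effect control and ±100 the full control effect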
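Luminescence readout: signal drop marks cytotoxicity. Plated cells grew 12 h at 37 °C, 5% CO2, received 23 nL compound for 24 h, then got luciferase reagent, read after 12 min at RT.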
KB-V1 MDR tox – qHTS assay for MDR1-selective chemotherapeutics: Primary screen using the drug-selected MDR subline cells KB-V1. 400,000 tested, 3.4% active. KB-V1 MDR cells viability, CellTiter-Glo, 72 h. Potency, µM (top dose mostly 46.1 µM), inactives show at the highest dose activity change, negative = cytotoxicity, usual class: cytotoxic; further: potency means the concentration at half of the fitted maximal effect; on the % scale 0 is the no-effect control and ±100 the full control effect; nearly all actives have a fitted effect of over 60% in size
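qHTS viability screen in drug-selected KB-V1 MDR cells: 72 h compound treatment at 37 degrees C, ATP luminescence end point.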
GLP-1R agonist – qHTS of GLP-1 Receptor Agonists; 380,000 tested, 0.007% active; Potency, µM (highest dose often 45.6 µM), for inactives: at the top dose activation, most hits filed as activators; AID 624172, 2012; HEK293 GLP-1R CRE-luciferase, luminescence, 4-6 h; cells express a hypersensitive GLP-1R form; further: potency means the concentration at half of the fitted maximal effect; % of control where 0% means no effect
TDP-43 yeast inh – qHTS of TDP-43 Inhibitors; 410,000 tested, 1.8% active; Potency, µM (top dose mostly 46.1 µM), for inactives: top-dose growth rescue (activation), actives largely listed as activators; AID 652104, 2013; TDP-43 expressing yeast growth rescue, BacTiter-Glo, 24 h; further: potency means the concentration at half of the fitted maximal effect; % of control where 0% means no effect; nearly all actives have a fitted effect of over 50% in size
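Readout is BacTiter-Glo luminescence of cell growth, so inhibitors register as activators. TDP-43-expressing yeast at OD600=0.02 in galactose medium, after raffinose pregrowth to mid-log, were incubated with compound for 24 hr at 30 deg C.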
aSyn rescue – qHTS of alpha-syn Inhibitors | Yeast expressing alpha-synuclein, growth rescue, BacTiter-Glo, 24 h | Potency, µM (highest dose often 46.1 µM), for the others: at the highest dose growth rescue (activation), hits mostly activators | 370,000 tested, 0.14% active | AID 652106, 2013; further: potency means the concentration at half of the fitted maximal effect; % of control where 0% means no effect; nearly all actives have a fitted effect of over 65% in size
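Rescue of yeast growth: cells expressing toxic alpha-synuclein, induced in galactose at OD600 0.02, incubated with compound 24 h at 30 C. ATP luminescence quantified growth; inhibitors of toxicity appear as activators.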
* hit, by the source's call; i = inactive; ? = inconclusive; . = no result given; [ ] = dose if it differs, or a comment. Unless noted, the call rests on the fitted dose curve; in most records, active means well fitted curve in the direction sought with a large enough effect; inconclusive means small, poorly fitted or top-dose-only effect, or another doubt; inactive means no such curve, though single readings can be large; an effect the other way counts as inactive or inconclusive. An excerpt, so the mix of outcomes need not match the whole.

compound,DRD3 antagonist,GLP-1R inv ag,PTHR1 agonist,D3 ag,HEK293 tox,KB-V1 MDR tox,GLP-1R agonist,TDP-43 yeast inh,aSyn rescue
O=C(COC(=O)c1ccccc1Oc1ccccc1)NC1CC1,1.3,-13.1%,i,2.7,-3.0%,5.9%,9.5%,12.7%,1.0%
COC(=O)c1nnn(CC(=O)Nc2cccc(Cl)c2)c1C(=O)OC,-4.8,2.8%,i,-0.5,-6.6%,11.1%,-1.6%,9.3%,4.8%
Cc1cccc2c(SCC(=O)NCC3CCCO3)nc(-c3ccc(F)cc3)nc12 (stereo not drawn),-15.7,3.4%,-6.7%[57.5 µM],-1.6,0.7%,-0.2%,2.8%,-23.9%,-3.0%
CCOC(=O)c1c(/N=C/N(C)C)sc2c1CCC2,2.6,0.7%,-36.3%[inhibitor],6.4,-7.6%,?,11.1%,?,11.6%
Cc1nc(N2CCN(c3ccccn3)CC2)c2c(C)c(C(=O)Nc3ccc(Cl)cc3)sc2n1,31.1,-0.2%,-4.6%,0.6,-3.4%,-3.4%,-3.5%,12.8%,0.8%
COC(=O)c1ccc2cc(F)cc(C)c2n1,29.5,13.9%,-8.8%,3.9,-11.0%,-17.8%,-2.6%,17.4%,-0.1%
Cc1cc(F)ccc1Oc1cc(NN2CCCCC2)c([N+](=O)[O-])cc1[N+](=O)[O-],5.4,13.6%,-47.7%[inhibitor],0.0,?,8.0%,-2.4%,10.0%,-5.2%
Cc1ccc(-c2nnn(CC(=O)N(c3ccccc3)C(C(=O)NCC3CCCO3)c3ccc(F)cc3)n2)o1 (stereo not drawn),-8.1,-0.9%,i,2.3,16.9%,3.3%,-0.3%,-16.3%[9.22 µM],0.7%
CC(C)(O)C#Cc1ccc(C(=O)NC2CCCCC2)s1,-12.6,?,i,-3.9,-15.9%,?,5.5%,-3.9%,2.6%
c1nc(N2CCCCCC2)c2[nH]cnc2n1,68.7,87.1%[activator],-21.5%,2.1,6.2%,23.1µM*,10.4%,25.6%,6.8%
CCOC(=O)C1CCN(CC(=O)c2ccc(O)c(C)c2O)CC1,-14.9,-23.3%,-10.8%,2.0,-4.4%,-10.7%,0.4%,-9.3%,0.4%
Cc1ccn2c(Nc3ccc4c(c3)OCO4)c(-c3ccccn3)nc2c1,-53.5*,3.4%,-8.0%,-16.6,?,-34.4%,5.2%,5.8%,-5.0%
CC(C)(C)c1ccc(C(=O)NCC(=O)N/N=C/c2ccccc2OCC(=O)O)cc1,10.9,1.0%,i,-2.1,6.4%,24.4%,0.8%,1.1%,0.0%
CCN1CCN(c2ccc(S(=O)(=O)N3CCOCC3)cc2NC(=O)CCC(C)C)CC1,-12.1,4.8%,-10.9%,1.4,2.2%,-5.4%,18.2%,-14.8%,-2.8%
O=C1c2ccsc2SCCN1Cc1cccc(F)c1,-19.0,-5.1%,i,-4.7,1.3%,-17.3%,-0.4%,?,17.5%
C=CCN1C(=O)CSc2ccc(C(=O)N3CCC(C)CC3)cc21,11.7,-7.2%,-1.6%,-6.0,-2.9%,0.0%,-1.4%,-8.9%,-2.0%
Cc1cccc(Cn2c(CN3CCCC(C)C3)nc3c2c(=O)n(C)c(=O)n3C)c1 (stereo not drawn),.,21.7%,?,0.5,-2.6%,-13.9%,.,6.1%,.
COc1cccc(-c2ncc3ccccc3c2COC(=O)N(C)C)c1,-17.4,0.4%,i,-15.9,-15.4%,-5.2%,1.5%,28.3%,-1.0%
COc1cc(C(CCN2CCOCC2)c2c(OC)cc(OC)c3c2OC(=O)CC3c2ccc(N(C)C)cc2)cc(OC)c1OC (stereo not drawn),-6.2,17.9%,i,-34.0,2.5%,2.5%,8.9%,-0.3%,3.9%
Cc1ccc(/C=N/c2sc3c(c2C#N)CCC3)o1,-4.8,23.7%,-24.1%,3.6,0.0%,?,1.1%,-2.0%,0.9%
CCOc1ccc(OCCC(=O)Nc2ccc(F)cc2C)cc1,3.2,?,-42.9%[inhibitor],-1.0,4.7%,0.0%,-14.2%,-0.2%,-3.1%
Cc1ccc(-c2noc(CCC(=O)Nc3cccc(C#N)c3)n2)cc1,31.5,?,i,-2.0,-6.8%,?,-0.9%,?,16.5%
COn1c(=O)c(-c2ccc(C)cc2)[n+]([O-])c2ccccc21,5.7,2.5%,i,7.5,1.3%,29.5%,-1.3%,-5.9%,2.9%
NC(=O)NCCc1ccccc1,-5.9,7.0%,i,0.9,1.1%,0.0%,5.7%,4.4%,-3.5%
CC(=O)N(Cc1cc(=O)[nH]c2ccccc12)c1ccc(C)cc1C,2.3,?,-0.3%,-6.0,-17.7%,-15.0%,11.4%,0.4%,0.6%
COc1ccc(-n2cc(CNCC3CC(=O)N(C4CC4)C3)c(-c3ccccc3Cl)n2)cc1 (stereo not drawn),7.1,?,i,-9.4,-24.5%,-14.3%,16.6%,-14.3%[0.397 µM],-4.3%
CC(=O)Nc1ccc(C2C(=O)c3ccccc3C2=O)cc1,15.6,33.4%[activator],-15.3%,-2.3,3.9%,-9.7%,0.0%,-18.2%,-5.7%
CC(=O)c1ccccc1C(=O)N1CCCC(CNC(=O)c2ccccc2Cl)C1 (stereo not drawn),-1.5,10.2%,i,7.3,-7.8%,12.2%,5.5%,20.4%,4.9%
CSc1nsc(SC)c1NC(=O)OCC1CCCO1 (stereo not drawn),8.3,-4.2%,i,-23.4,1.5%,20.4%,-7.1%,-21.1%,-7.7%
CCn1cc(CNC(=O)CC2C(=O)NCCN2CC(c2ccccc2)c2ccccc2)cn1 (stereo not drawn),-12.2,0.5%,-4.2%,-5.3,1.5%,0.3%,-2.2%,2.9%,-3.2%
COc1ccc(S(=O)(=O)NCc2cccnc2)cc1NC(=O)c1ccccc1C,5.9,-9.0%,i,-5.5,56.1%[activator],6.6%,1.7%,6.8%,-0.2%
FC(F)(F)c1cccc(NC(=S)N2CCCCCC2)c1,4.3,?,-4.6%,2.4,4.1%,19.0%,-1.9%,19.1%,2.3%
Cc1cc(-c2n[nH]c(=S)n2Cc2ccco2)n(C)n1,-4.5,13.9%,i,-15.7,16.2%,?,-2.0%,0.0%,-7.4%
CC(=O)Nc1ccc(S(=O)(=O)N2CCC(C(=O)NC3CCCC3)CC2)cc1,1.7,18.9%,i,1.5,-5.1%,?,-0.9%,-10.7%,0.3%
CCc1nc2ccc(C(=O)Nc3cc(-c4ccccc4)ccc3OC)cn2c1N(C)Cc1ccc(OC)cc1,8.4,?,3.9%,7.7,2.0%,-2.1%,5.0%,-33.6%[inhibitor],-14.7%
O=C(NC(=S)N1CCN(c2nc(-c3ccccc3)cs2)CC1)c1cccnc1,-18.5,8.91µM*,-24.9%,-6.8,-14.8%,20.6µM*,-34.6%[inhibitor],12.5%,-4.8%
CCOC(=O)NC(CC(=O)O)c1ccc(OCC)cc1 (stereo not drawn),-10.6,-8.3%,i,0.6,-10.0%,19.6%,6.6%,-4.7%,5.0%
O=C(CSc1nnnn1-c1ccc2c(c1)CCC2)Nc1ccc2c(c1)OCCO2,6.2,?,-18.3%[57.5 µM],-3.4,?,-28.0%,16.3%,-14.3%,1.6%
C(=N\n1cnnc1)/c1cn(-c2cccs2)nc1-c1ccccc1,7.9,0.0%,-10.4%[57.5 µM],2.7,?,20.0%,17.6%,-20.5%,0.0%
C/C(=N\O)c1cc(Cl)ccc1O,1.7,11.9%,-14.2%,5.7,6.7%,0.0%,6.2%,?,9.0%

An excerpt from above in order of number of heavy atoms, falling.
compound,DRD3 antagonist,GLP-1R inv ag,PTHR1 agonist,D3 ag,HEK293 tox,KB-V1 MDR tox,GLP-1R agonist,TDP-43 yeast inh,aSyn rescue
CCc1nc2ccc(C(=O)Nc3cc(-c4ccccc4)ccc3OC)cn2c1N(C)Cc1ccc(OC)cc1,8.4,?,3.9%,7.7,2.0%,-2.1%,5.0%,-33.6%[inhibitor],-14.7%
C=CCN1C(=O)CSc2ccc(C(=O)N3CCC(C)CC3)cc21,11.7,-7.2%,-1.6%,-6.0,-2.9%,0.0%,-1.4%,-8.9%,-2.0%
c1nc(N2CCCCCC2)c2[nH]cnc2n1,68.7,87.1%[activator],-21.5%,2.1,6.2%,23.1µM*,10.4%,25.6%,6.8%

Carrying on:
compound,DRD3 antagonist,GLP-1R inv ag,PTHR1 agonist,D3 ag,HEK293 tox,KB-V1 MDR tox,GLP-1R agonist,TDP-43 yeast inh,aSyn rescue
Cc1ccc(C)c(S(=O)(=O)Nc2nc3ccc(S(N)(=O)=O)cc3s2)c1,3.8,0.1%[7.66 µM],-68.8%[inhibitor],-2.5,-9.3%[7.66 µM],-20.8%,0.2%,2.6%[9.22 µM],1.8%
O=C(c1ccccc1)c1c(-c2ccccc2)[nH]n(-c2ccccc2)c(=O)c1=O,11.2,?,i,-2.6,-5.0%,1.2%,1.4%,-35.0%[inhibitor],1.7%
CC(C)(C)NC(=O)CSc1ncnc2c1cnn2-c1ccccc1,9.4,?,-44.1%[inhibitor],0.2,0.3%,-24.8%,-4.3%,12.6%,-3.1%
CCOc1ccc(C(=O)NCC(=O)OCc2cc(C(C)=O)ccc2OC)cc1,7.6,9.1%,-9.8%,-1.3,-4.2%,-9.5%,12.8%,16.8%,1.2%
O=S1(=O)CC(N2CC=CC2)CN1Cc1cn(Cc2ccc(Cl)cc2)nn1 (stereo not drawn),19.5,11.2%,-37.0%[inhibitor],4.5,5.1%,-2.8%,-1.4%,18.3%,2.2%

Screening data from PubChem BioAssay.
